BioA inh: blocks M. tuberculosis BioA enzyme activity. actives 0.096% (n = 360,000). purified M. tuberculosis BioA enzyme, plate reader. AID 602481. inhibition, % at 9.99 µM; in the data active = inhibition above about 40%; inconclusive = no clear call, values can overlap the other calls
TcdB GH inh: TcdB glycohydrolase inhibition. inhibition, % at 9.99 µM. AID 652162. P18177. TcdB glycohydrolase enzymatic assay, plate reader. actives 0.24% (n = 350,000); in the data active = inhibition above about 10%
FadD28 binding: blocks FadD28 binding to the bisubstrate probe; inhibition, % at 12.5 µM; fluorescence polarization; actives 0.22% (n = 360,000); AID 588549; in the data active = inhibition above about 8.5%, passing the limit was not always enough; inconclusive = no clear call, values can overlap the other calls
PfHsp40 yeast: rescue of PfHsp40-mediated yeast toxicity | S. cerevisiae expressing PfHsp40, growth rescue, ATP luminescence | growth rescue, % at 12.5 µM | actives 0.68% (n = 340,000) | AID 504582; in the data active = growth rescue above about 28%, passing the limit was not always enough; inconclusive = no clear call, values can overlap the other calls;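 note: yeast W303a lacking pdr1 and pdr3 grown in galactose medium; growth measured after three days at 30 °C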
GDH-TPI inh: GDH-TPI coupled enzyme inhibition counter-screen; GDH-TPI coupled enzyme counterscreen, NADH absorbance; inhibition, % at 4.8 µM; actives 1.2% (n = 360,000); in the data active = inhibition above about 30%;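 note: 0% = DMSO wells and 100% = wells lacking the enzyme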
Vc quorum ag: induces V. cholerae light production without autoinducers; activation, % at 18.7 µM; actives 0.16% (n = 350,000); V. cholerae BH1578 lux reporter, luminescence, 6 h; in the data active = activation mostly above about 9.7%, no sharp cut-off; inconclusive = no clear call, values can overlap the other calls; inactive = mostly below about 3.7%; note: not every result past the cut was called active; inactives centre near 0; reference of the scale not given here
FBA Mtb inh: inhibits M. tuberculosis FBA enzyme. P9WQA3. purified M. tuberculosis FBA, fluorescence read-out. inhibition, % at 1 µM. actives 2.3% (n = 360,000); in the data active = inhibition above about 27%;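 note: 0% = vehicle and 100% = reference inhibitor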
Yp Topo-I inh: inhibitors of Yersinia pestis topoisomerase I | Y. pestis Topo-I cleavage product accumulation, plate reader | activity, % at 10 µM | actives 0.064% (n = 360,000); in the data active = activity above about 50%, passing the limit was not always enough; inconclusive = no clear call, values can overlap the other calls; note: inactives centre near 2
UGM FP inh: inhibitors of M. tuberculosis UDP-galactopyranose mutase; P9WIQ1; actives 0.06% (n = 320,000); inhibition, % at 10 µM; purified UGM, fluorescence polarization probe displacement; in the data active = inhibition above about 10%, passing the limit was not always enough; inconclusive = no clear call, values can overlap the other calls
The depositor's hits bear a star; i = inactive; ? = inconclusive; / = not tested or not shown; + = active, no number.

smiles	BioA inh	TcdB GH inh	FadD28 binding	PfHsp40 yeast	GDH-TPI inh	Vc quorum ag	FBA Mtb inh	Yp Topo-I inh	UGM FP inh
O=C(c1cc2cc(Br)ccc2oc1=O)N1CCCC1	0.4	/	?	-0.8	-6.2	-2.8	3.6	2.8	-0.2
Cc1ccc(NC(=O)CSc2sc3c(O)cc(=O)[nH]c3c2C#N)cc1C	-4.6	1.2	-0.3	21.8	10.3	i	-1.7	-5.0	-0.1
CCCCN(CC)CCCNC(=O)c1cc2cc3ccc(C)cc3nc2o1	/	-2.7	-1.0	0.8	34.6*	i	94.8*	-8.8	1.6
Cc1cc(=O)n2nc(N3CCCC(C(=O)NCCc4ccc(Cl)cc4)C3)sc2n1 (stereo not drawn)	0.6	0.8	-3.2	0.4	2.6	-5.9	-4.6	17.3	0.1
O=C(N/N=C/c1ccc2c(c1)OCO2)c1ccc(Br)o1	/	/	0.9	-1.0	46.6*	i	-1.6	-6.2	3.6
O=C(CN1C(=O)c2ccccc2C1=O)NC1CCCCCC1	-0.9	3.0	0.1	-0.3	0.0	i	1.6	4.2	1.3
COCc1cc(C)nc(OCC(=O)N/N=C/c2ccc(C)cc2)c1C#N	/	-1.5	-1.4	-0.3	-2.4	-0.5	3.4	-12.7	-1.8
CCOC(=O)c1c(C2CC2)csc1NC(=O)COC(=O)CCS(=O)(=O)c1ccc(C)cc1	0.3	0.4	-2.0	-0.1	9.0	-1.4	1.7	-2.6	-4.1
O=C(COC(=O)CNS(=O)(=O)c1cccc(Br)c1)NC(=O)Nc1ccc2c(c1)OCCO2	/	-0.5	-1.7	2.6	-2.9	-0.3	3.3	4.2	-0.1
CCN(CC)c1ccc(N2C(=O)/C(=C/c3cccs3)SC2=S)cc1	-0.2	/	-1.7	0.8	5.2	i	4.8	-0.8	-1.2
CC(=O)C1=C(O)C(=O)N(CCc2c[nH]c3ccccc23)C1c1ccc(C)cc1 (stereo not drawn)	/	0.0	-0.9	0.4	15.6	i	-4.9	8.0	3.8
Cc1c(/C=N/N2C(=O)C3C4C=CC(C4)C3C2=O)c2ccccc2n1C (stereo not drawn)	-1.2	/	-2.6	0.1	21.5	-0.3	2.6	2.9	0.7
Cc1cccc(NC(=O)c2ncn3c2C(=O)N[C@H](C)C3)c1	-3.8	1.1	-1.6	/	/	/	0.9	/	/
O=C(NC1CCCCC1)N(CCN1CCCC1)Cc1cc2cc3c(cc2[nH]c1=O)OCCO3	8.8	/	-4.0	-0.9	19.9	i	18.9	11.4	-0.9
N=c1c(S(=O)(=O)c2ccc(Br)cc2)cc2c(=O)n3ccccc3nc2n1CCN1CCOCC1	/	0.3	-1.9	-0.5	-0.7	-0.8	+	2.0	/
O=C(NC1CCCC1)C1CC(O)CN1C(=O)Nc1ccccc1 (stereo not drawn)	1.3	1.4	0.8	0.0	-2.3	-1.5	5.3	-11.5	-1.6
CSc1nc2c(c(=O)[nH]1)C(c1cccc(Cl)c1Cl)CC(=O)N2 (stereo not drawn)	/	1.1	-0.2	-1.7	2.5	0.2	4.1	2.8	-1.7
CS(=O)(=O)N(CC(=O)Nc1ccc(S(=O)(=O)N2CCCC2)cc1)c1ccccc1	/	0.8	0.1	-0.5	3.8	-0.6	-0.5	-4.5	-0.3
CCOc1ccc(N2CC(C(=O)Nc3ccccc3N3CCOCC3)CC2=O)cc1 (stereo not drawn)	0.0	/	-1.0	-1.4	8.8	i	7.3	2.9	-0.7
CN(CC1CCOCC1)C(=O)CC1C(=O)NCCN1Cc1cccc(Oc2ccccc2)c1 (stereo not drawn)	/	0.2	-2.9	-1.5	2.6	i	-1.8	5.2	3.5
Cc1cc(C(=O)COC(=O)c2ccc[nH]c2=O)c(C)n1-c1ccc(Br)cc1	/	/	-2.6	6.1	7.3	i	4.6	7.8	2.4
COc1ccc(/C=N/NC(=O)c2ccc[nH]2)cc1	2.2	0.6	-4.5	-1.5	32.3*	-0.4	-1.7	-7.4	-0.2
COc1ccc(/C(C)=N/N=C(N)N)c(OC)c1	-0.9	0.5	1.8	0.4	12.3	-0.6	3.6	8.4	2.4
CC(C)[C@H](NS(=O)(=O)c1ccccc1)C(=O)OCC(=O)Nc1cccc(S(N)(=O)=O)c1	0.3	0.5	-0.9	0.9	1.0	i	-1.7	-4.2	0.5
Cc1ccsc1C(=O)N(CC(C)C)c1c(N)n(Cc2ccccc2)c(=O)[nH]c1=O	0.9	0.9	0.1	-0.5	-8.4	i	5.4	-2.6	5.9
O=C1NC(=S)NC(=O)C1Cc1ccccc1	/	0.1	-0.2	0.9	6.9	i	-0.4	3.6	/
O=C(O)CCCN1C(=O)C2C3c4ccccc4C(c4ccccc43)[C@@H]2C1=O (stereo partly drawn)	-1.9	0.9	1.4	0.9	1.3	i	1.7	7.0	1.8
Cc1noc(/C=C/c2cccnc2)c1[N+](=O)[O-]	-1.0	-0.4	-2.2	6.0	27.1	-0.4	0.6	-2.6	-0.7
OC(CNCCC1C=Nc2ccccc21)Cn1c2ccc(Cl)cc2c2cc(Cl)ccc21 (stereo not drawn)	0.0	/	-4.9	-0.3	3.7	-0.3	-0.8	-16.2	-1.1
CCCN1/C(=C(\C#N)C2=NS(=O)(=O)c3ccccc32)N(C)c2ccccc21	/	1.3	-5.0	1.6	15.1	i	-2.6	0.6	/
CCOc1ccc(NC(=S)NCc2ccco2)cc1	/	-0.9	-3.4	/	2.8	-0.1	-3.7	-2.0	-2.8
Cc1ccc(NC(=O)C2(C)CCN2Cc2ccc(OC(C)C)cc2)cc1 (stereo not drawn)	-0.6	1.0	0.0	/	11.1	-0.8	-2.3	34.8	/
COc1cc(C2C(C#N)=C(N)OC3=C2C(=O)CC(C)(C)C3)ccc1OCCN1CCOCC1 (stereo not drawn)	/	0.0	-2.7	-1.0	-2.6	-0.7	-5.2	-11.1	7.1
Cc1sc2ncnc(SCC(=O)Nc3ncccc3O)c2c1C	2.7	1.0	/	-0.3	5.4	i	-1.2	6.7	-0.2
CCN1CCN(c2ccc(S(=O)(=O)N3CCCCC3)cc2NC(=O)c2cccc(OC(F)F)c2)CC1	-0.2	2.3	-3.1	-0.5	9.1	i	0.8	2.6	5.0
O=C(Nc1ccccc1Cl)c1ccc2nccnc2c1	1.4	-0.4	-0.8	-0.5	3.7	-0.5	4.2	-7.0	-4.4
COc1cccc(/C=C2\N=C(SC)SC2=O)c1OC	/	/	-0.6	0.0	26.0	-0.4	0.3	4.5	1.5
CN1C(=O)c2cccc(NC(=O)CCc3ccccc3)c2C1=O	1.5	-0.5	-3.5	-1.0	15.0	-0.1	9.1	2.9	-1.4
Cc1cc(=O)n(C)c(=O)n1CCCNc1ccccc1	0.7	-0.1	1.7	0.7	4.6	i	1.2	13.6	1.9
O=C1N[C@@H](Cc2c[nH]c3ccccc23)C(=O)N[C@H]1Cc1ccccc1	-1.7	2.2	1.0	-0.3	3.1	-0.7	1.3	-10.5	/
COc1ccc(C(=O)NCc2c(C)oc(C)c2C(=O)O)cc1	0.9	0.6	-0.5	-0.3	3.4	-0.2	-0.4	14.4	3.2
CCOc1ccc(C(C(=O)NC2CCCC2)N(CCOC)C(=O)CNC(=O)c2ccco2)cc1 (stereo not drawn)	-1.6	0.5	-1.0	-0.8	1.5	-1.5	0.6	4.6	1.0
CCC/C(=N/NC(=O)c1ccccc1Cl)c1ccccc1	0.5	-0.4	-4.6	0.6	-4.4	i	-2.5	3.7	-0.7
COc1ccc(CNC2CC(=O)N(C)C2=O)cc1 (stereo not drawn)	-0.9	/	0.6	-0.7	4.6	i	-0.7	-0.7	0.2
N#Cc1ccc(/C=C/C(=O)O)cc1	/	0.1	-2.8	-0.5	2.5	-0.1	2.8	2.0	-0.6
CN(CCC#N)C(=S)Nc1ccc(S(=O)(=O)N2CCOCC2)cc1	/	-1.0	-1.0	-1.9	-1.2	/	1.1	1.7	0.5
CCn1nnnc1SCC(=O)NC1CCCC1	-0.1	/	-0.6	-0.9	1.4	4.0	3.1	5.3	-3.0
Brc1ccc2c(c1)OCCOCCOCCOCCOCCOCCO2	-2.6	0.3	-0.6	-2.2	0.7	-0.6	4.1	-5.2	-6.0
O=C(/C=C/c1c[nH]c2ccccc12)c1cccc2ccccc12	7.7	/	-3.9	3.1	2.3	-0.4	1.7	-12.5	-0.7
O=C(C/C=N/OCc1ccc(Cl)cc1)c1cnc(-c2ccccc2)s1	-4.0	/	-1.5	0.2	12.7	i	3.3	-2.8	-0.3
O=C(Nc1nc2ccc(Cl)cc2s1)c1ccco1	-2.2	/	-0.3	1.9	27.2	-0.3	15.2	0.9	-2.2
Cc1ccc(NC(=O)C2CC(=O)n3c(nc4ccccc43)N2)cc1 (stereo not drawn)	-0.8	0.1	-1.6	0.0	8.0	-1.8	-1.1	3.6	-1.8
CCN(c1ccccc1)S(=O)(=O)c1ccc(Oc2ccccc2)c(N)c1	2.5	1.4	0.2	0.0	4.4	-1.0	-1.6	42.1	/
COc1ccccc1N1CCN(C(=O)c2cc(-c3ccccc3O)on2)CC1	-0.5	0.1	-0.5	-1.1	8.3	-1.5	-2.6	2.5	-1.0
CCc1ccc(CN(C)Cc2nc(Cc3ccccc3)no2)nc1	0.2	0.7	-1.3	1.9	22.8	4.2	4.3	0.5	-0.4
O=C(NCc1ccccn1)c1ccc(OC2CCN(Cc3ccc(CO)o3)CC2)cc1	-0.5	0.6	1.3	-0.2	6.1	i	-1.1	-2.0	0.8
CC1(C(=O)Nc2ccc3c(c2)OCCO3)CCC(=O)N1C1CCN(Cc2ccccc2)CC1 (stereo not drawn)	1.3	0.3	-4.1	/	/	/	0.4	/	/
CCCN(C(=O)c1cccc(S(=O)(=O)N2CCCc3ccccc32)c1)C1CCS(=O)(=O)C1 (stereo not drawn)	-1.2	1.3	-3.4	1.2	0.7	-2.1	-0.8	30.6	-2.9
Cc1ccc2oc(=O)c(/C=C(\O)CC(C)C)nc2c1	-0.9	/	-1.4	1.1	9.4	-0.2	1.1	-4.1	0.0
O=C(CCC(=O)N1CCOc2ccccc21)NC1CCN(Cc2ccccc2)CC1	1.5	-0.9	-1.8	-0.4	1.0	i	2.9	14.4	-0.6

(listing goes on)
smiles	BioA inh	TcdB GH inh	FadD28 binding	PfHsp40 yeast	GDH-TPI inh	Vc quorum ag	FBA Mtb inh	Yp Topo-I inh	UGM FP inh
Cc1cc(N2CCCCCC2)nc(-c2ccccc2O)n1	-3.8	/	0.0	4.9	14.2	1.2	21.7	10.3	-2.2
CCNC(=O)c1cccc(NC(=O)CC2SC(N3CCCCC3)=NC2=O)c1 (stereo not drawn)	-1.7	0.6	-0.3	-0.3	-0.3	0.6	1.7	3.1	-1.1
CCOc1ccc2nc(NCCNC(=O)C(C)C)c(C)cc2c1	0.1	/	0.3	1.4	22.4	i	35.3*	-0.6	1.4
C(=N\n1cnnc1SCc1ccccc1)/c1ccco1	0.2	/	-0.6	1.2	4.4	i	0.6	-3.5	-0.5
COC(=O)c1cc2occc2n1Cc1nc(-c2cccc(Cl)c2)oc1C	-0.5	1.3	-0.3	-0.1	8.2	-0.1	1.7	3.6	0.0
CN1CCCN(C(=O)COc2ccccc2)CC1	0.9	-0.6	0.1	1.4	6.3	i	-0.9	-3.8	-0.4
COc1ccc(CN(CCN)C2CC(C)N(C)CC2C)cc1 (stereo not drawn)	-1.8	0.7	0.5	-3.0	6.8	i	3.9	-2.6	0.9
COc1cccc(C(=O)N2CCN(Cc3ccccc3Br)CC2)c1	1.0	0.9	0.7	-1.1	4.5	-0.7	-0.4	28.8	0.4
CC(C)CC(NS(=O)(=O)c1cc(C(=O)O)ccc1Cl)C(=O)O (stereo not drawn)	0.1	-0.8	-0.1	-1.4	3.1	-0.2	-0.6	5.5	5.0
C=CCn1c(O)c(/C=C2\C=Nc3ccccc32)c(=O)[nH]c1=O	-3.4	-0.8	-1.7	/	18.4	i	-2.0	-5.3	-0.1

High-throughput results as filed in PubChem BioAssay.
